# Compound activity: PubChem, National Center for Advancing Translational Sciences (NCATS)
# PGK inhibitor: inhibitors of T. brucei phosphoglycerate kinase; hit rate 0.043% among 380,000; P07378; Potency, µM (titrated, usually from 57.5 µM), inactives show top-dose activity change, negative = inhibition, most hits filed as inhibitors; PGK/GAPDH coupled, Kinase-Glo luminescence, 60 min; AID 602233; also: % is scaled to controls: 0 for no effect and ±100 for the full control effect; nearly all actives have a fitted effect of over 60% in size
# Target sequence (P07378 whole entry, looked up): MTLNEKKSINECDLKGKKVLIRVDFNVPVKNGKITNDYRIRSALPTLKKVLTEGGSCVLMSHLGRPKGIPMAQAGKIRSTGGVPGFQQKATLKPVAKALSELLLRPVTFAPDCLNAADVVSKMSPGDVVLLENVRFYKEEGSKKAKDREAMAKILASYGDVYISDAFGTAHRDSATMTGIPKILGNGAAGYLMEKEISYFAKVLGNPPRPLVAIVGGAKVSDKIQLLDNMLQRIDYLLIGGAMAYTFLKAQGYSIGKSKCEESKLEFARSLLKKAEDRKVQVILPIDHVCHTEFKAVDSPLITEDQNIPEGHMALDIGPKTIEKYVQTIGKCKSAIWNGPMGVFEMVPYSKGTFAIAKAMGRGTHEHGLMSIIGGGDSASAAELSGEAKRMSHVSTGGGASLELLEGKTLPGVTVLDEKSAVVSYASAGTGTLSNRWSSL
#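 Luminescent ATP detection (Kinase-Glo Plus) follows a 60-minute room-temperature incubation, with wells lacking PGK as controls. Buffer: 100 mM TEA (pH 7.6), 5 mM MgCl2, 0.01% Tween-20. Coupling enzyme GAPDH (100 nM final) supplies unstable 1,3-BPG in-well.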
# G9a block: blocks human histone lysine methyltransferase G9a; G9a H3K9 monomethylation, AlphaScreen, 2 h; hit rate 8.8% among 350,000; AID 504332; Q96KQ7; Potency, µM (titrated, usually from 102 µM), for inactives: top-dose activity, negative = inhibition, usual class: inhibitors; also: % is scaled to controls: 0 for no effect and ±100 for the full control effect; nearly all actives have a fitted effect of over 75% in size
# Target sequence (Q96KQ7 913-1193 limits assumed): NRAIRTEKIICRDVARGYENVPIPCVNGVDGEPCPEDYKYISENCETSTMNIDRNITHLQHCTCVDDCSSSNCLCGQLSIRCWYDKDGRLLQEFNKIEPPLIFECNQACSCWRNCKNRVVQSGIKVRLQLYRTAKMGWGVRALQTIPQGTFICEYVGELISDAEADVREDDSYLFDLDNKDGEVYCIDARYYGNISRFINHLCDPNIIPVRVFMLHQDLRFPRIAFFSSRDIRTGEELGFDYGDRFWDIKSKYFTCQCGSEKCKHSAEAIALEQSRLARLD
#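 Quantitative HTS format: methyltransferase activity on a biotin-tagged H3K9 peptide is measured by AlphaScreen, using a rabbit anti-monomethyl-H3K9 antibody with streptavidin donor and anti-IgG acceptor beads. Final levels are 20 nM enzyme, 500 nM peptide, 20 uM SAM; 2 h RT.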
# BLM inh: inhibitors of human Bloom syndrome helicase BLM | recombinant BLM DNA unwinding, fluorescence dequenching | AID 2528 | Potency, µM (top dose mostly 56.1 µM), without a hit: at the highest dose activity change, negative = inhibition, actives largely listed as inhibitors | hit rate 0.2% among 350,000;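 also: plate controls were vehicle for no effect and no enzyme for full effect; nearly all actives have a fitted effect of over 35% in size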
# POLI inh: inhibitors of human DNA polymerase iota. Pol iota fluorescent replication assay, 10 min. hit rate 1% among 390,000. AID 588590. Potency, µM (highest dose often 115 µM), inactives show at the highest dose activity, negative = inhibition, usual class: inhibitors
#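 Fluorescent replication assay read twice, at 0 min and 10 min after adding 50 nM (final) substrate. Enzyme (10 nM) and compounds were first incubated 15 min at room temperature; enzyme-free buffer wells were negative controls.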
# Pin1 inh: inhibitors of human Pin1; Potency, µM (series often up to 115 µM), inactives show at the highest dose activity, negative = inhibition, hits mostly inhibitors; Q13526; hit rate 0.009% among 390,000; Pin1 FP peptide displacement, HiFluor488, 10 min; active = well fitted inhibition curve with a large enough effect in the polarisation, with a control signal flat, not every such curve was filed as active; inconclusive = small, poorly fitted or top-dose-only effect, or effect the other way, or a change in a side signal; inactive = no such curve, though single readings can be large or run the other way; the % refers to the polarisation; also: % is scaled to controls: 0 for no effect and ±100 for the full control effect
# Target sequence (Q13526 whole entry, looked up): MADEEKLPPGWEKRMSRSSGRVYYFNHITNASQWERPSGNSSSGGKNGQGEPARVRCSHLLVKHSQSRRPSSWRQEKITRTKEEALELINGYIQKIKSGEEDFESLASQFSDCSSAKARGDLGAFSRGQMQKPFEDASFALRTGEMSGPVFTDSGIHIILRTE
# JMJD2A Tudor: blocks the human JMJD2A Tudor domain; O75164; AID 504339; AlphaScreen JMJD2A-Tudor / H3K4me3 peptide binding; Potency, µM (titrated, usually from 114 µM), inactives show at the top dose activity change, negative = inhibition, hits mostly inhibitors; hit rate 4.4% among 390,000; also: % is scaled to controls: 0 for no effect and ±100 for the full control effect; nearly all actives have a fitted effect of over 50% in size
# HP1b binding inh: blocks HP1-beta chromodomain binding to methylated histone tails; Potency, µM (doses to about 114 µM), without a hit: at the highest dose activity change, negative = inhibition, actives largely listed as inhibitors; AlphaScreen HP1-beta / biotin-H3K9me3 peptide binding; hit rate 0.56% among 390,000; P83916; AID 540317; also: nearly all actives have a fitted effect of over 70% in size; inactives centre near 23
# Target sequence (P83916 whole entry, looked up): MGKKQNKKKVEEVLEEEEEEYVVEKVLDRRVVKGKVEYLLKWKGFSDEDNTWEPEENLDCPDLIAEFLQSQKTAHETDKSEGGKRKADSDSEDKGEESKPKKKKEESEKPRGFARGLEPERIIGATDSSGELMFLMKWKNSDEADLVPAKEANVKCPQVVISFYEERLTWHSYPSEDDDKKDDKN
#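 HP1-beta protein (50 nM final) preincubated 30 min at room temperature with biotinylated H3(1-18)K9me3 peptide (50 nM) in PBS pH 7.4, 0.01% Tween-20, then compound added for 30 min. AlphaScreen streptavidin donor/nickel chelate acceptor beads (10 ug/mL final), 30 min dark, luminescence read.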
# GLS inh: inhibitors of human glutaminase (GLS). O94925. GLS enzymatic activity, qHTS titration. Potency, µM (doses to about 45.5 µM), inactives show top-dose activity change, negative = inhibition, hits mostly inhibitors. hit rate 0.21% among 410,000. AID 624170; also: % is scaled to controls: 0 for no effect and ±100 for the full control effect
#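 hKGA; 45 mM KH2PO4 pH 8.2 + 0.02% Tween-20; cpd via pin tool; 1 mM Gln soln; GluOx/HRP/Amplex Red; RT 30 min; fluor. t0 & final.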
# BAZ2B block: blocks human BAZ2B. hit rate 4.4% among 360,000. Q9UIF8. Potency, µM (top dose mostly 114 µM), for inactives: top-dose activity change, negative = inhibition, most hits filed as inhibitors. AlphaScreen BAZ2B-H3K14Ac peptide displacement. AID 504333; also: % is scaled to controls: 0 for no effect and ±100 for the full control effect; nearly all actives have a fitted effect of over 60% in size
#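 Inhibition is scored as reduced AlphaScreen emission. The BAZ2B/b-H3(5-23)K14Ac complex (50 nM each) in PBS pH 7.4, 0.01% Tween-20 meets compound (up to 110 uM) for 30 min at RT before bead addition.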
# * marks the source's active call; other numbers are inactive results; i = inactive; ? = inconclusive; nt = no result given; & = joins results of further samples; [ ] = remark or other dose. Unless noted, calls follow the shape of the dose curve; as a rule, active = well fitted curve in the direction sought with a large enough effect; inconclusive = small, poorly fitted or top-dose-only effect, or another doubt; inactive = no such curve, though single readings can be large; an effect the other way counts as inactive or inconclusive. Potency is read from the fitted curve at half-maximal effect.
PGK inhibitor,G9a block,BLM inh,POLI inh,Pin1 inh,JMJD2A Tudor,HP1b binding inh,GLS inh,BAZ2B block,canonical_smiles
3%,?,-13%,13%,6%,-15%,39%,5%,13%,COc1ccc(/C(=C/c2ccc(OC(F)F)c(OC)c2)C(=O)O)cc1OC
-6%,5%[59 µM],-1%,22%,22%,-12%,22%[57 µM],1%,1%,COC(=O)c1ccc(CSc2nc3c([nH]c4ccccc43)c(=O)n2-c2cccc(Cl)c2)o1
-11%,17%,-1%,-8%,5%,-10%,-9%,34%[activator],-2%,CCOC(=O)c1cn(-c2ccccc2)nc1-c1ccncc1
-9%[11.5 µM],-13%[59 µM],-1%,-8%,5%,-20%,10%,1%,-21%,Cc1ccc(S(=O)(=O)N2CCN(Cc3nc4ccccc4n3C)CC2)cc1
0%&7%,?,-2%&32%,?,1%&3%,?,16%&19%,-5%&-11%,-17%&-35%,CCCCCCCCCCOC(=O)Cn1c(COc2ccc(OC)cc2)[n+](C)c2ccccc21
-11%,-3%[59 µM],-16%,-17%,3%,?,?,141%[activator],56µM*,CC(C)OCCOc1ccc2oc(-c3ccco3)cc(=O)c2c1
6%,6%[2.33 µM],nt,-5%,-1%,-24%,27%,12%,10%,CCCCCCSc1ccc([C@H]2N[C@@](Cc3ccccc3)(C(=O)OC)[C@H]3C(=O)N(CC)C(=O)[C@@H]23)cc1
i,?,-6%,1%,0%,-11%,13%,-2%,-4%,Cc1ccccc1NS(=O)(=O)c1cc(C(=O)N2CCCC2)ccc1C
-8%,-7%,-2%,-9%,1%,-12%,17%,21%,1%,O=c1[nH]cc(O)c(=O)[nH]1
-2%,28µM*,-2%,2%,0%,?,?,-15%,?,CCN(CC)S(=O)(=O)c1cc(C(=O)Nc2ccccc2[N+](=O)[O-])ccc1Cl
6%,-3%[59 µM],2%,-21%,2%,0%,8%[57 µM],-3%,-6%,COc1ccc(CCNC(=O)c2ccc3nc(CCc4ccccc4)oc3c2)cc1OC
i,-26%,0%,93%[activator],-3%,-6%,24%,-2%,-11%,Cc1cc(-c2onc(C)c2C(=O)O)no1
-5%,35µM*,0%,-10%,-11%,-6%,44%[activator],5%,-14%,COc1cccc(CN2CCNC(=O)C2CC(=O)NC2CCCCC2)c1OC (stereo unspecified)
6%,7.9µM*,-2%,16%,?,45µM*,71µM*,64%[activator],?,Cc1ccc(NC(=O)NC(=O)CN2CCN(c3ccc(O)cc3)CC2)c(C)c1
-10%,1%,-5%,5%[58.9 µM],0%,-4%,6%,1%,-1%,Cc1ccccc1CSc1nnc(-c2cnccn2)n1C
5%,?,1%,4%,5%,-23%,-9%,7%,-32%,NC(N)=NS(=O)(=O)c1ccc(NC(=S)NC(=O)c2sc3ccccc3c2Cl)cc1
i,2%,nt,35%[activator],-10%,-16%,1%,-1%,10%,Cc1ccc(NC(=O)CN(C)C(=O)Cn2nnc(-c3ccccc3)n2)cc1
-1%,nt,1%,10%,-4%,-2%,30%,-1%,-5%,CCn1nc(C)cc1C(=O)N1CCCC(C(=O)c2cccc(OC)c2)C1 (stereo unspecified)
-7%,-2%,1%,-1%,4%,-17%,30%[activator],-3%,-11%,CCOc1ccc2nc(N3CCCC(C(=O)NCC4CCCO4)C3)sc2c1 (stereo unspecified)
-3%,14%,4%,97%[activator],5%,-1%,15%,-5%,-2%,NC(=O)c1ccc[n+](Cc2ccc(-c3ccccc3)cc2)c1
0%,-19%[59 µM],-3%,-2%,18%,-15%,23%,11%,1%,c1ccc(-c2noc(CSc3nnc(Cc4cccs4)n3-c3ccccc3)n2)cc1
0%,3%,-11%,-4%,0%,-10%[11.4 µM],64%[activator],-14%,1%,O=C(Nc1cccnc1)C1OCCc2ccccc21 (stereo unspecified)
i,13µM*,1%,9%,1%,3.5µM*,?,7%,?,CCC(C)NCCOc1ccc(Br)cc1 (stereo unspecified)
1%,45µM*,5%,?,119%[activator],-24%,36%[activator],?,-1%,C=CCSc1nc2c(sc3nc(C)cc(C)c32)c(=O)[nH]1
-4%,-2%[59 µM],-7%,-2%,-9%,-11%,33%,-11%,-13%,Cc1cc(C)cc(N2CCn3c2nc2c3c(=O)n(Cc3c(F)cccc3Cl)c(=O)n2C)c1
-1%,3%[59 µM],-9%,4%,7%,2%,32%,0%,-2%,COc1ccc(OC)c(S(=O)(=O)N2CCCC(C)C2)c1 (stereo unspecified)
0%,-8%[59 µM],1%,43%[activator],1%,-11%[57.1 µM],25%,1%,1%,COc1ccc(C2NCCc3cc(OC)c(OC)cc32)cc1OC (stereo unspecified)
-2%,7%[59 µM],-9%,17%,9%,-9%,24%,2%,-21%,COc1ccc(CCNC(=O)c2cnc3sc(N4CCCC4)nn3c2=O)cc1OC
i,-3%[59 µM],0%,14%,-7%,-16%,7%,-3%,2%,COc1ccc(-n2c(/C=C/c3ccccc3F)nc3cc(OC)c(OC)cc3c2=O)cc1Cl
-2%,0%[59 µM],-3%,14%,20%,14%,39%,1%,5%,CCOc1ccc(NC(=O)Cn2c3ncccc3c(=O)n2-c2ccc(CC)cc2)cc1
0%,nt,-1%,-36%,?,2%,40%[activator],9%,6%,COc1cccc(N2CCN(c3nc(C)cc(C)c3C#N)CC2)c1
-2%,?,-3%,49%[activator],-6%,-29%,25%,2%,-29%,N#Cc1cc(N)ccc1-n1cccc1
-4%,40µM*,nt,12%,3%,-20%,9%,-14%,13%,CN(C)S(=O)(=O)c1ccc(SCC(=O)Nc2ccc3c(c2)OCCO3)nc1
-4%,nt,nt,4%,-4%,-1%,10%[57 µM],-1%,nt,COc1cc2c(cc1OC)C(O)C(O)(CO)C(C(=O)O)C2c1cc(OC)c(OC)c(OC)c1 (stereo unspecified)
i,2%,2%,21%,-1%,1%,35%,-3%,-21%,O=C(CNC(=O)N1CC(=O)Nc2ccccc21)Nc1ccccc1F
-1%,24%[59 µM],-1%,-7%,5%,9%,38%,-2%,-2%,COc1cccc(/C=N\NC(=O)C2C(=O)NCC2c2ccccc2)c1O (stereo unspecified)
2%,-8%[59 µM],0%,6%,7%,1%,25%,3%,2%,CCCCNC(=O)Cc1ccc(C)cc1
-11%,-2%[59 µM],-8%,?,17%,-29%,?,-7%,-12%,COc1ccc(OCC(=O)OCc2cc(=O)n3nc(C4CCCCC4)sc3n2)cc1
i,-34%,nt,1%,3%,-17%,8%,1%,-1%,CCN(CC(=O)NCc1cccs1)C(=O)c1ccc([N+](=O)[O-])o1
i,4%[59 µM],1%,21%,?,-3%,42%[activator],0%,-10%,COc1cccc(/C=C/c2nc(C#N)c(N3CCC(C(N)=O)CC3)o2)c1

# Quoted from the results shown (three entries):
PGK inhibitor,G9a block,BLM inh,POLI inh,Pin1 inh,JMJD2A Tudor,HP1b binding inh,GLS inh,BAZ2B block,canonical_smiles
-11%,-2%[59 µM],-8%,?,17%,-29%,?,-7%,-12%,COc1ccc(OCC(=O)OCc2cc(=O)n3nc(C4CCCCC4)sc3n2)cc1
i,-34%,nt,1%,3%,-17%,8%,1%,-1%,CCN(CC(=O)NCc1cccs1)C(=O)c1ccc([N+](=O)[O-])o1
i,4%[59 µM],1%,21%,?,-3%,42%[activator],0%,-10%,COc1cccc(/C=C/c2nc(C#N)c(N3CCC(C(N)=O)CC3)o2)c1

# Next results.
PGK inhibitor,G9a block,BLM inh,POLI inh,Pin1 inh,JMJD2A Tudor,HP1b binding inh,GLS inh,BAZ2B block,canonical_smiles
-4%,-5%[2.33 µM],-7%,8%,1%,-5%,18%,17%,?,O=C(N/C(=C/c1ccco1)C(=O)N1CCCC1)c1cccs1
-1%,?,nt,-4%,-5%,-30%,-2%,3%,1%,CC1CCN(S(=O)(=O)c2ccc(NC(=O)[C@@H]3CCCN3C(=O)c3cccs3)cc2)CC1
0%,-9%[59 µM],-3%,-11%,-2%,-30%,35%,15%,-8%,CCOc1ccc(C2CC(c3cccc(OC)c3)Nc3nc(N)nn32)cc1 (stereo unspecified)
-8%,?,-8%,17%,34%[activator],-35%,-1%,-3%,-29%,O=C(c1ccc2c(c1)N(Cc1ccc(Cl)cc1)C(=O)c1ccccc1S2(=O)=O)N1CCN(Cc2ccccc2)CC1
1%,-2%[59 µM],-4%,31%[activator],27%,-18%,22%,12%,0%,O=C(c1cccc(S(=O)(=O)N2CCCC2)c1)N1CCN(c2ccccc2F)CC1
4%,4%,-1%,89%[activator],3%,-10%,7%,62%[activator],-16%,Cc1ccc(CN(C(=O)c2ccco2)C(C(=O)NC2CCCC2)c2cccnc2)cc1 (stereo unspecified)
-9%,30%[59 µM],1%,0%,-1%,-10%,48%[activator],7%,10%,COc1ccc(CCNC(=O)CSc2cn(CCNC(=O)c3ccccc3F)c3ccccc23)cc1OC
-8%,nt,1%,25%,9%,-21%,46%[activator],14%,-5%,CC(=O)Nc1ccc(C(=O)NNC(=O)c2ccc(Cl)cc2)cc1
6%,-6%,-5%,94%[activator],2%,-7%[57.1 µM],33%[activator],1%,-2%,COc1cccc(CN(C(=O)/C=C/c2ccc(Cl)cc2)C2CCS(=O)(=O)C2)c1 (stereo unspecified)
3%,10%[0.501 µM],nt,5%,3%,13%,67%[activator],-2%,0%,COc1ccc([C@H]2CC(=O)C=C(c3ccc(OC(F)(F)F)cc3)C2)cc1
5%,?,-8%,1%,6%,-24%,14%,23%,-27%,O=C(CN1C(=O)c2ccccc2S1(=O)=O)Nc1ccc(S(=O)(=O)N2CCCCCC2)cc1
1%,2%[59 µM],2%,-20%,5%,-6%,24%,-1%,0%,CN(CCC#N)C(=O)COC(=O)C1c2ccccc2Oc2ccccc21
-5%,?,-1%,-8%,2%,?,13%,17%,-5%,O=C1C(=O)N(CCCn2ccnc2)C(c2cccc(Br)c2)/C1=C(\O)c1ccc2c(c1)OCCO2 (stereo unspecified)

# Not all compounds are listed. The share of hits here may be higher or lower than overall.
